# PERK inhibitor – blocks human PERK kinase. inhibition, % at 5.6 µM. 220,000 tested, 0.17% active. CHO PERK-DD fusion, SEAP luminescence translation reporter;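 active = inhibition above the mean inhibition of all tested compounds plus 3 SD, set separately per screening campaign, cut at about 2.9% in these data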;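 note: PERK kinase domain activated by AP20187 dimerizer at 100 nM; 0% = DMSO with dimerizer and 100% = rapamycin at 8.4 µM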
# TNF death inh – TNF-alpha cell death inhibition in Jurkat FADD-/- cells; 220,000 tested, 0.068% active; Jurkat FADD-/- TNF necroptosis rescue, ATP luminescence, 24 h; 0 = TNF only, 100 = no-TNF cells; activation (protection from cell death), % at 10 µM;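 active = activation, meaning protection from cell death, of at least 50% relative to plate controls; inactive = activation below 50%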;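 note: necroptosis triggered by 40 ng/mL TNF-alpha added together with compound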
# Runt-SMMHC FRET – inhibitors of human RUNX1 Runt domain binding to CBFb-SMMHC. Q01196+Q13951. Cerulean-Runt/Venus-CBFb-SMMHC FRET ratio 530/480, 1 h. inhibition, % at 20 µM. 220,000 tested, 0.74% active. AID 1434;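 active = mean inhibition across duplicate retests at 20 µM reaching about 50%, limit read from the data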;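 note: 0% = DMSO wells and 100% = wells with excess untagged CBFb-SMMHC; inhibitors lower the FRET ratio by blocking Runt binding to CBFb-SMMHC; some results filed as inactive read as strong as hits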
# Target sequence (Q01196 whole entry, looked up, the tested form may be a part): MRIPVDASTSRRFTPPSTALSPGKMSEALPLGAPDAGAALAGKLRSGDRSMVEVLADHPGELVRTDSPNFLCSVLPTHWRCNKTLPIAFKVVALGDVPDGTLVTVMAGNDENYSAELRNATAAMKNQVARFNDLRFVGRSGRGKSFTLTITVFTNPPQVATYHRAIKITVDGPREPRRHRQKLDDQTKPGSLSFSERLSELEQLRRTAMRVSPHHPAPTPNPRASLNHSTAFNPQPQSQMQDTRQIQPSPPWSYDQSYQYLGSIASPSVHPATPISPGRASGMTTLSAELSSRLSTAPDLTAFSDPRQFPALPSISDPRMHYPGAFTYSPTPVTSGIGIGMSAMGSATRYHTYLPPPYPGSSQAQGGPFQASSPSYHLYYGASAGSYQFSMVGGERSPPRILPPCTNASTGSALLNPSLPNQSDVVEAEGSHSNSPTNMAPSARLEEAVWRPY
# Target sequence (Q13951 whole entry, looked up, the tested form may be a part): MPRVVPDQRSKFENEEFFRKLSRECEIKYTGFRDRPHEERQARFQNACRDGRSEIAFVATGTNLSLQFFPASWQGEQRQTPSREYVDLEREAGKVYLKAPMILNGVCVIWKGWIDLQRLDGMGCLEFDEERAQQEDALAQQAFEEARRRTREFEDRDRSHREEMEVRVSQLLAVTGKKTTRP
# zVAD death inh – L929 zVAD cell death inhibition. L929 zVAD necroptosis rescue, ATP luminescence, 24 h; with zVAD 60 µM. viability rescue, % at 10 µM. 220,000 tested, 0.38% active. AID 1377;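 active = activation, scaled between plate controls, above about 75%, limit read from the data; inactive = activation under that limit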;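 note: 0% = zVAD with DMSO and 100% = DMSO alone without zVAD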
# EP2 antag – EP2 receptor (human) inhibition | C6 glioma cells expressing human EP2, cAMP TR-FRET; cells stimulated with saturating PGE2 | inhibition, % at 25 µM | 260,000 tested, 0.52% active | AID 1422;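 active = percent inhibition above 40 after rounding to a whole number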;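 note: rat C6 glioma host cells with rolipram phosphodiesterase inhibitor present; the protocol text gives 20 µM as final concentration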
# Target sequence (P43116 whole entry, looked up): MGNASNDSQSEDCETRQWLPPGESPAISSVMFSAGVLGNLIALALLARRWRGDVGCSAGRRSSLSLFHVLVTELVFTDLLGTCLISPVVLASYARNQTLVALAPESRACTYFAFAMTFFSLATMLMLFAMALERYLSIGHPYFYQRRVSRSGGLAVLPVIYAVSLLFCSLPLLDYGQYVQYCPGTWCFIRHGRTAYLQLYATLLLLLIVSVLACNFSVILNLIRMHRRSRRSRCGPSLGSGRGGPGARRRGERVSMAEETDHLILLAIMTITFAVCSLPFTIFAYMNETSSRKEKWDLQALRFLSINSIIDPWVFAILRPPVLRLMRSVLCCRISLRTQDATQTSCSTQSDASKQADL
# RBBP9 inhibitor – human RBBP9 hydrolase inhibition. AID 1515. O75884. inhibition, % at 7.94 µM. 220,000 tested, 0.2% active. recombinant RBBP9, FP-Rh probe fluorescence polarization;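 active = inhibition above the campaign mean of all tested compounds plus 3 SD, cut at about 14% in these data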;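 note: plate controls were DMSO wells with RBBP9 for no effect and wells lacking RBBP9 protein for full effect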
#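 Test system: recombinant human RBBP9; Timing: 30 min then 45 min, 25 °C; Detection: fluorescence polarization; Control set: RBBP9 with DMSO as uninhibited control, no-protein wells as full inhibition; Compound dosing: one concentration, 7.94 µM nominal, 0.794% DMSO; Probe or stimulus: FP-Rh activity-based probe, 375 nM before mixing.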
# Hck-Nef inh – blocks Nef-activated human Hck kinase; Recombinant Hck-YEEI plus Nef, Z-Lyte FRET kinase assay; inhibition, % at 20 µM; 220,000 tested, 0.68% active; AID 463187;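 active = Hck-Nef kinase inhibition above about 50%, limit read from the data; inactive = inhibition below that limit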;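 note: 0% = DMSO with Hck plus Nef and 100% = Hck alone without Nef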
# Runt-CBFb FRET – Runt domain-CBFb interaction inhibition; Q01196+Q13951; Cerulean-Runt/Venus-CBFb FRET ratio 530/480, 1 h; inhibition, % at 20 µM; 220,000 tested, 0.46% active;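 active = inhibition over about 50% at 20 µM in the single-dose screen, limit read from the data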;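 note: 0% = DMSO wells and 100% = excess unlabeled CBFb competitor control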
#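 System: Cerulean-labeled Runt domain protein | Quantity: 100 nM of each labeled protein | Schedule: 1 h compound exposure, room temperature | Detection: Fluorescence energy transfer, 422 nm excitation, 530/480 nm emission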
# EP2 modulator – EP2 receptor (human) modulation; P43116; EP2-expressing cells, cAMP HTRF FRET, PGE2 co-stimulation; induction, % at 25 µM; 260,000 tested, 0.83% active; AID 940;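 active = compounds whose cAMP rise, as percent of the full-agonist control response, exceeds 60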;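 note: rat C6 glioma line stably carrying human EP2 under a CMV promoter; the protocol text gives 20 µM as final concentration; 100% = response of wells given 1 µM PGE2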
# * = called active by the depositor; · = not tested or not shown; & = joins results of further samples.
structure	PERK inhibitor	TNF death inh	Runt-SMMHC FRET	zVAD death inh	EP2 antag	RBBP9 inhibitor	Hck-Nef inh	Runt-CBFb FRET	EP2 modulator
O=C(CSc1nnc(Nc2ccccc2F)s1)c1cc2ccccc2o1	-1.2	-0.1	18	·	3	-15	7	18	-45
O=C(CSc1nnc(NCc2ccccc2)s1)NC1CCS(=O)(=O)C1 (stereo not drawn)	0.7	2.1	-2	-0.4	5	-3	22	0	3
CCOC(=O)Nc1ccc2nc(Sc3ccc(Cl)cc3)sc2c1	0.9	-7.3	0	0.6	3	-11	31	1	-11
COC(=O)C(=Cc1ccc(-c2ccsc2C(=O)OC)o1)C(=O)OC	-0.5	-1.6	1	-0.3	10	-7	6	0	-3
Cc1cc2oc(C(=O)N(Cc3ccccc3)C3CCS(=O)(=O)C3)cc(=O)c2cc1Cl (stereo not drawn)	-3.1	-1.8	2	0.3	9	3	2	-3	19
CC(=O)c1c(C)oc2ccc(N(C(=O)C3CCCCC3)S(=O)(=O)c3cc([N+](=O)[O-])ccc3C)cc12	1.2	1.6	3	-0.5	7	-6	1	0	14
CC(=O)c1cnc2cc(-c3ccc(C)cc3)nn2c1C	-1.0	-2.1	1	0.9	11	-9	5	-8	-3
COc1ccccc1-c1nnc(SCC(=O)NCc2ccco2)n1N	1.5	-0.7	-1	1.3	5	-6	-9	0	19
CCCCn1nnnc1NCc1cc(OC)c(OC)c(OC)c1	0.8	-4.9	2	0.0	5	-12	3	1	23
C/C(=N\NC(=O)c1ccc(CSc2nncn2C)cc1)c1ccc(Cl)cc1	0.4	0.0	4	0.0	3	-4	-3	-2	4
Cc1ccc(CN(c2ccc(C(=O)NCC3CCCO3)cc2)S(C)(=O)=O)cc1 (stereo not drawn)	-0.1	1.2	-1	-0.1	4	1	10	0	10
Cc1nc2ccccc2c2oc(C(=O)NCc3ccc4c(c3)OCO4)cc12	-0.7	-3.1	0	0.4	12	-12	0	7	-39
CCOc1ccc(-c2nc(CSc3nnc(N)s3)cs2)cc1	0.3	-1.1	5	-0.8	10	-3	4	0	-59
COc1ccc(N2CCN(C(=N)/C(C(C)=O)=C(\C)O)CC2)cc1	0.7	-0.3	1	0.3	2	-10	0	-2	2
COc1ccc(NC(=O)Cn2c(=O)n(CC(=O)NCc3ccco3)c(=O)c3ccccc32)cc1OC	2.2	-1.2	-127	0.3	8	6	6	-3	6
O=C(N/N=C/c1cn(-c2ccccc2)nc1-c1cccs1)c1ccccc1F	-0.7	2.5	5	5.6	14	-22	2	-1	-53
CCN(CC)S(=O)(=O)c1ccc(-c2nnc(SCC(=O)c3ccc(OC)cc3)o2)cc1	-1.4	0.6	-2	0.8	11	-2	12	-3	4
Cc1ccnc(NC(=O)/C=C/c2ccccc2Cl)c1	-1.0	1.6	-6	1.0	6	-8	3	-1	-14
Cc1cc(C)n(CCNCc2c(C(=O)N3C[C@@H](C)O[C@@H](C)C3)nc3ccc(Cl)cn23)n1	0.5	0.6	1	2.1	5	7	22	0	7
N#Cc1c(N)sc2c1CCN(CCc1ccccc1)C2	0.1	1.1	88*	-1.2	19	-8	-3	105*	-15
O=C(O)CSc1nnc(CNc2ccc(F)cc2)n1-c1ccccc1	1.3	1.3	0	-0.2	8	-8	16	0	-7
CCC1(CC)Cc2ccccc2C(N)=C1C#N	0.0	-0.7	-1	0.8	14	-9	1	-3	12
O=C(c1ccc(Cl)c([N+](=O)[O-])c1)N(Cc1ccc(Cl)cc1)C1CCS(=O)(=O)C1 (stereo not drawn)	1.1	-5.4	-2	-0.6	20	0	2	0	-43
O=C(NCc1cccs1)Nc1ccc2c(c1)OCO2	-0.1	8.9	-3	-0.3	4	1	0	1	5
O=[N+]([O-])c1ncn(Cc2c(Cl)cccc2Cl)n1	0.7	96*	2	94*	5	-6	2	0	27
COc1ccc(C2N(c3ccc(OC)cc3)C(=S)N3CCCN23)cc1 (stereo not drawn)	-0.8	0.9	5	0.2	8	-14	-2	-3	31
CCOC(=O)c1c(NC(=O)Cn2cnc3scc(-c4ccc(C)cc4)c3c2=O)sc(C)c1C	0.3	1.8	-5	0.8	6	-8	3	-4	-8
O=C(CC1(O)C(=O)Nc2ccccc21)c1cccc(-n2cccc2)c1 (stereo not drawn)	2.1	0.1	2	0.7	7	4	-4	-1	-21
Cc1noc(C)c1COc1ccc(C(=O)OCC(=O)N2CC3(C)CC2CC(C)(C)C3)cc1 (stereo not drawn)	-1.5	0.5	-2	0.1	26	-6	-1	-3	3
CCc1nnc(NC(=O)c2cc(S(=O)(=O)N3CCN(c4ccccc4)CC3)ccc2Cl)s1	-0.8	-0.2	-2	0.3	21	-7	-2	0	-29
COC(=O)c1ccc(CSc2cc(C)c3cccc(C)c3n2)o1	0.8	0.5	0	-1.2	3	-5	19	7	37
COC(=O)C1=C(C)N(Cc2cccnc2)C(=O)C1	0.8	-0.8	-4	-0.1	6	-3	-1	1	31
O=c1c2oc3ccccc3c2[nH]c(=S)n1-c1ccc(F)cc1	0.9	-1.1	9	2.3	15	-4	23	2	65*
CCOC(=O)C1CCN(c2c(N3CCCC(C(=O)OCC)C3)c(=O)c2=O)CC1 (stereo not drawn)	0.4	0.5	2	0.0	10	-4	22	0	-1
Cc1ccc(C2CC(C(F)(F)F)n3nc(C(=O)NCc4ccco4)cc3N2)cc1 (stereo not drawn)	0.3	0.7	-26	3.8	3	-5	1	-12	-27
O=C(NC1CC1)C1CCN(Cc2cnn(-c3ccccc3)c2-n2cccc2)CC1	0.0	1.0	-1	-0.1	3	-2	7	2	11
O=C(NNc1cc(N2CCOCC2)nc(N2CCOCC2)n1)c1ccc(Cl)cc1Cl	0.1	2.8	-5	-0.5	12	-2	2	4	9
CCOC(=O)c1sc(-c2ccccc2)cc1N	-0.4	-8.4	1	-1.2	11	-4	3	1	30
O=C(COC(=O)c1ccc(F)cc1)Nc1ccccc1N1CCOCC1	-0.5	-0.9	-3	-0.2	10	-7	10	-2	4
C=CCC(Nc1ccccc1)c1cccc(OC)c1OC (stereo not drawn)	-0.1	7.8	3	0.2	7	12	28	0	24

# 3 entries from above, arranged by length of the SMILES, low to high.
structure	PERK inhibitor	TNF death inh	Runt-SMMHC FRET	zVAD death inh	EP2 antag	RBBP9 inhibitor	Hck-Nef inh	Runt-CBFb FRET	EP2 modulator
C=CCC(Nc1ccccc1)c1cccc(OC)c1OC (stereo not drawn)	-0.1	7.8	3	0.2	7	12	28	0	24
O=C(COC(=O)c1ccc(F)cc1)Nc1ccccc1N1CCOCC1	-0.5	-0.9	-3	-0.2	10	-7	10	-2	4
Cc1ccc(C2CC(C(F)(F)F)n3nc(C(=O)NCc4ccco4)cc3N2)cc1 (stereo not drawn)	0.3	0.7	-26	3.8	3	-5	1	-12	-27

# The list continues:
structure	PERK inhibitor	TNF death inh	Runt-SMMHC FRET	zVAD death inh	EP2 antag	RBBP9 inhibitor	Hck-Nef inh	Runt-CBFb FRET	EP2 modulator
O=C(CSc1n[nH]c(=O)n1-c1cccnc1)N1CCOCC1	1.4	0.7	-9	0.3	11	1	5	2	2
CCn1c(SCC(=O)Nc2cc(OC)ccc2OC)nnc1C1CCCCC1	-1.1	3.1	-4	-0.3	8&11	-3	1	1	3&-29
Cc1ccc(C)c(NC(=O)CCC(=O)NNC(=O)c2cccs2)c1	0.7	1.5	3	0.8	8	-10	3	-2	16
O=C1CC(SC(=NCc2ccc3c(c2)OCO3)Nc2ccccc2)C(=O)N1c1ccccc1 (stereo not drawn)	-0.2	1.6	0	-0.1	5	-7	-16	3	23
COc1ccc(N2CCN(CCNC(=O)CCCn3c(=O)[nH]c4cc(Cl)ccc4c3=O)CC2)cc1	0.2	-4.1	-4	-0.4	5	-2	0	1	8
O=C(C1=C[C@H](c2ccc(C(F)(F)F)cc2)C[C@H](OCc2ccc(CO)cc2)O1)N1CCN(Cc2ccccc2)CC1	-0.8	2.8	-5	0.4	2	-17	-26	-3	-14
CCN(CC)S(=O)(=O)c1cccc(C(=O)NCCCN2CCOCC2)c1	0.3	-3.5	2	0.0	4	-2	0	0	18
COc1ccc(-n2c(Cc3cccn3C)nnc2SCC(=O)N2CCOCC2)cc1	0.9	1.4	2	0.7	4	-3	-2	4	28
O=C(NC1CCCC1)C1CCCN1C(=O)Nc1ccccc1Cl (stereo not drawn)	-0.4	2.3	2	3.8	·	-7	-1	2	-27
O=C(c1ccccc1-c1nc(-c2ccc(Cl)cc2)no1)N1CCCC1	-1.6	-1.6	0	-0.6	17	-8	4	-1	-1
Cc1ccc(C(=O)C(OC(=O)c2cnccn2)c2ccccc2)cc1C (stereo not drawn)	0.6	2.6	-4	·	5	1	4	-7	30
COc1ccc2nc(NC3=NCCC3)sc2c1	0.9	0.1	1	-0.2	10	4	-1	-1	17
Cc1ccc([N+](=O)[O-])c2c1C(N1CCCC1)C(C)(C)O2 (stereo not drawn)	-0.2	-1.0	-1	-0.4	5	-8	0	0	37
CCOC(=O)Cc1nnc(NC(=O)C(CC)Sc2nncn2C)s1 (stereo not drawn)	2.2	1.6	4	1.5	8	1	-11	1	5
c1coc(-c2nc3c([nH]2)CCc2nonc2-3)c1	0.5	0.6	5	0.1	14	-4	0	19	0
O=C(CN(c1cccc(Cl)c1)S(=O)(=O)c1ccccc1)NN=C1CCCC1	0.5	0.3	3	-0.2	5	-8	5	0	-11
Cc1c(C(=O)O)cc(C(C)(C)C)n1CCSCCO	2.0	-1.2	0	0.1	12	-3	12	-2	-17
Cc1csc(SCC(=O)Nc2cccc(S(=O)(=O)N3CCOCC3)c2)n1	0.1	0.8	1	1.2	6	-8	26	0	-23
CCC(C)(C)NC(=O)c1cc([N+](=O)[O-])ccc1N1CCCCC1	-0.7	1.4	-3	-0.4	10	0	3	-2	34
Cc1nnc2sc(SCc3ccccc3)nn2c1=O	0.9	3.4	2	0.7	5	-7	0	0	3
O=C1NCCN/C1=C\C(=O)c1ccc(F)cc1	0.7	1.7	-2	1.9	4	-5	10	-2	7
Cc1ccc(NC(=O)COC(=O)c2cc(-c3cccs3)nn2-c2ccccc2)cc1[N+](=O)[O-]	0.9	1.0	2	·	4	0	8	-1	47
COC(=O)c1ccccc1NC(=O)c1ccccc1N(C)S(C)(=O)=O	0.3	-1.2	0	0.1	5	-11	-1	10	13
Cc1cc(/C=N/NC(=O)C(=O)N2CCCC2)c(C)n1-c1cccc(Br)c1	0.5	-7.2	1	-0.4	6	-8	2	-1	13
COc1ccc(-c2nc(CCNS(=O)(=O)c3ccc4c(c3)OCCO4)cs2)cc1	-0.5	-1.5	2	0.1	14	-5	0	1	-9
CN(C)CCCN=Cc1c(O)n(Cc2ccccc2)c(=O)c2ccccc12	-2.0	-0.4	3	-1.1	17	-8	-21	8	-29
COc1ccc(C(CNC(=O)c2cc(C)oc2C)N2CCOCC2)cc1 (stereo not drawn)	0.5	-0.3	7	0.1	16	-7	0	3	20
CCn1c(O)c(N=Nc2ccc(Cl)c(C(=O)O)c2)c2ccccc21	0.0	-1.7	-42	0.9	3	4	13	-16	5

# The list is partial. The share of hits here may be higher or lower than overall.
